ST2 IL33 inh – blocks human ST2 binding to IL-33; Q01638; AlphaLISA ST2-Fc/biotin-IL-33 interaction, 1 h; inhibition, % for hits at 17 µM; actives 2.3% (n = 78,000); in the data active = inhibition above about 30%; inconclusive = mostly about 10% to 28%
Target sequence (Q01638 whole entry, looked up): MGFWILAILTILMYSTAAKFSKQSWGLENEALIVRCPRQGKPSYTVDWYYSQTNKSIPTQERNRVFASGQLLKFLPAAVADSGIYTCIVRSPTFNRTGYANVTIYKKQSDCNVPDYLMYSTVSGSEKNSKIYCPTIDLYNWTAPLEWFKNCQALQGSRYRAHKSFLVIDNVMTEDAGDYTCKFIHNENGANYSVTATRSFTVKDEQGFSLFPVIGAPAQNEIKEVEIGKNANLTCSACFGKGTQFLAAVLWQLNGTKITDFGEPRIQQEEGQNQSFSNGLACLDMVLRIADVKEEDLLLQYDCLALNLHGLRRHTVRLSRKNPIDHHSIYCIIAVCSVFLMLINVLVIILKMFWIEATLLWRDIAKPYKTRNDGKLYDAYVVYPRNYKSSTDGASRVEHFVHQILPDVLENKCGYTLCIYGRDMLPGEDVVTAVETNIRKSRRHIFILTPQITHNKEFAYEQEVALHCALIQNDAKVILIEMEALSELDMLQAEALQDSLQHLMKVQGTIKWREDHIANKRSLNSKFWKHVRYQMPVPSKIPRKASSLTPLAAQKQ
* hit, by the source's call; i = inactive; u = inconclusive. Some of the compounds tested; rates above refer to the full screens.

Structure	ST2 IL33 inh
C#CCNC(=O)C[C@@H]1C[C@@H](C(C)C)[C@H](CNS(=O)(=O)c2cccc(C#N)c2)C=C1C	u
COCc1nnc(NC(=O)c2ccc(S(=O)(=O)N(CC(C)C)CC(C)C)cc2)o1	i
Cc1ccc(-c2noc(CCC(=O)NC3CCCC(C)C3C)n2)cc1 (stereo unspecified)	i
Cc1cccc(CN(Cc2ccccc2)Cc2ncc[nH]2)n1	u
CC1C=CCC2C(=O)N(c3ccc4c(c3)CCC4)C(=O)C12 (stereo unspecified)	u
CCc1cccc(CC)c1NC(=O)CN1C(=O)C2C3CCC(C3)C2C1=O (stereo unspecified)	i
CCCS(=O)(=O)c1c(S(=O)(=O)CCC)c2ccccn2c1C(N)=O	i
O=C1NN(c2ccc(Cl)c(Cl)c2)C(=O)/C1=C\c1cc2c(cc1[N+](=O)[O-])OCO2	i
COc1ccc(NC(=O)CCN2CCCCC2)c(OC)c1	i
O=C1OC(Nc2nc(-c3cccc(Br)c3)cs2)c2ccccc21 (stereo unspecified)	i
CCc1ncc(C(=O)NC(C)Cc2cc(C)[nH]n2)cn1 (stereo unspecified)	u
COc1ccc(-c2nnc(NC(=O)c3ccc(S(=O)(=O)N4CCCCC4C)cc3)o2)cc1 (stereo unspecified)	i
COc1cc(C2Nc3ccccc3NC3=C2C(=O)CC(C)(C)C3)cc([N+](=O)[O-])c1O (stereo unspecified)	i
CNCCCC12CCC(c3ccccc31)c1ccccc12	u
Cn1c(C(=O)Nc2ccc(Br)cc2)cc2c(=O)n3ccccc3nc21	u
Cc1ccc(N2CC(NC(=O)c3cccs3)CC2=O)cc1C (stereo unspecified)	u
CCOC(=O)CSC1=C(C#N)C(c2ccc(F)cc2)CC(=O)N1 (stereo unspecified)	i
CC(=O)c1c(OC(=O)c2ccc(Cl)cc2)ccc2c(C)cc(=O)oc12	i
O=C(O)c1cc2cc(Cc3cccnc3)ccc2o1	u
COc1ccc(C(=O)N2C[C@@H](O)[C@H](NCCc3ncccc3C)C2)cc1	i
CCc1ccccc1OC1CN(C(=O)CN(C)C2CCS(=O)(=O)C2)C1 (stereo unspecified)	i
O=S(=O)(NCc1ccccn1)c1cccc2cccnc12	u
Nc1ccc(S(=O)(=O)N2CCCCC2)cc1	i
CCOc1ccc2cc(C3CC(c4ccc(Br)cc4)=NN3C(=O)CC)c(=O)[nH]c2c1 (stereo unspecified)	i
O=C(NCCCN1CCN(c2ccccc2F)CC1)C1CCCN(S(=O)(=O)c2cnc[nH]2)C1 (stereo unspecified)	i
CCN(CC)C(c1cccs1)c1c(O)[nH]c(=O)[nH]c1=O (stereo unspecified)	i
O=C(c1ccccc1F)N1CCN=C1SCc1ccccc1Cl	i
COc1ccc(-c2noc(CN(C)CC3CCN(CC(C)C)C3)n2)c(OC)c1OC (stereo unspecified)	u
Cc1onc(-c2ccccc2)c1[N+](=O)[O-]	i
O=C(/C=C/c1ccc(Cl)cc1Cl)Nc1ccccc1F	u
CC(NCC(=O)Nc1cnccn1)c1ccc(-n2cncn2)cc1 (stereo unspecified)	u
COc1cccc(Cl)c1-c1cc(C)cnc1N	u
CCc1ccc(NC(=O)C(=O)NCCN2CCN(C(=O)c3ccc(OC)c(OC)c3)CC2)cc1	i
COc1ccc(S(=O)(=O)N2CCCC(C(F)(F)F)C2)cc1 (stereo unspecified)	u
O=C(NCCc1ccccc1)c1c[nH]c2ccc(S(=O)(=O)Nc3ccccc3F)cc2c1=O	i
O=C(Nc1ccc(Cl)c(Cl)c1)Nc1ccccc1O	u
O=C(NCc1ccc(Cl)cc1)C1CCN(C(=O)Cc2ccccc2)CC1	i
O=[N+]([O-])c1cccc(C=Nc2ccc3nc(-c4ccc(F)cc4)[nH]c3c2)c1	u
Cc1ccc(-c2nnc([C@H]3CCN(CCCc4ccccc4)C3)o2)cc1	i
COc1ccc(Cl)cc1S(=O)(=O)n1c(C)nc2ccccc21	u
O=C(NCc1ccccc1)c1cccs1	i
CCN(CC)C(=O)C[C@@H]1CCNC[C@@H]1Cc1cc(-c2ccc(OC)cc2)on1	i
c1ccc(-c2ccc(CN3CCN(c4ncccn4)CC3)cc2)cc1	i
Cc1[nH]nc2c1C(c1ccc(Br)cc1F)C(C#N)=C(N)O2 (stereo unspecified)	i
Cc1ccc(SC2CCN(C(=O)C3CCC(=O)N(CCN4CCOCC4)C3)CC2)cc1 (stereo unspecified)	i
O=C(Nc1cccc(F)c1)N1Cc2[nH]cnc2C[C@H]1c1nc(-c2ccncc2)no1	i
CCCSc1nc2ccccc2n1CC(=O)O	i
Cc1nn(Cc2ccc(F)cc2)c(C)c1NC(=O)c1cc(CC(C)C)on1	u
CN(Cc1ccccc1)C1CCCN(C(=O)Cn2cnc3ccccc3c2=O)C1 (stereo unspecified)	i
CC(C)C1N=C2c3ccccc3N=C(SCC#N)N2C1=O (stereo unspecified)	u

Next section, starting with the last 3 of the part before.
Structure	ST2 IL33 inh
Cc1nn(Cc2ccc(F)cc2)c(C)c1NC(=O)c1cc(CC(C)C)on1	u
CN(Cc1ccccc1)C1CCCN(C(=O)Cn2cnc3ccccc3c2=O)C1 (stereo unspecified)	i
CC(C)C1N=C2c3ccccc3N=C(SCC#N)N2C1=O (stereo unspecified)	u
CC1=C(/C=C/c2ccc(Cl)cc2Cl)C(=O)c2ccccc2C1=O	37.0%*
CC(C)c1ccc(N(C(=O)c2ccc(Cl)cc2)C2C=CS(=O)(=O)C2)cc1 (stereo unspecified)	i
COc1cccc(CN(C)C2CCN(C)CC2)c1	u
CCc1ccccc1Nc1ncnc2c1cnn2-c1ccccc1	i
O=C(Cn1cc(CN2CCn3cncc3C2)c2ccccc21)NC1CC1	u
Brc1c(Br)c(Br)c2n[nH]nc2c1Br	u
COc1ccc(NC(=O)C2=C(C)NC(=O)NC2c2cccc(OC)c2OC)c(OC)c1 (stereo unspecified)	i
Cn1cnnc1-c1cccc(NS(=O)(=O)c2ccc(F)cc2)c1	i
Cc1cc(Br)ccc1OCC(=O)Nc1ccccc1CO	i
CC(C)(C)C(=O)Nc1c2c(nn1-c1ccc(Cl)cc1)CSC2	i
COc1ccc(CCNC(=O)c2ccccc2Br)cc1	i
Cn1cc(S(=O)(=O)CC(=O)N2CCOCC2)c2ccccc21	i
COc1cc(/C=C(\C#N)[N+](=O)[O-])ccc1O	u
CCc1cnc(C)nc1N1CCC(NS(C)(=O)=O)CC1	i
CCCS(=O)(=O)N1CCC(C(=O)N2CCCC2)CC1	i
Nc1ccc(-c2cc(N)n(-c3ccccc3)n2)cc1	u
Cc1oc2ccc(O)cc2c1C(=O)N(C)C	i
O=S(=O)(Nc1ccccn1)c1cccc(S(=O)(=O)c2ccccc2)c1	i
CC(=O)c1c(Cl)nc2cccc3c2c1-c1ccccc1C3=O	i
O=[N+]([O-])c1cccc(S(=O)(=O)Nc2ccc(Cl)c(Cl)c2)c1	i
CCCCCC[C@@H]([C@@H](C)O)n1cnc2c(N)ncnc21	u
Cc1ccccc1Cn1cc(C(=O)Nc2ccccc2C)ccc1=O	i
CCN(CC)C(=O)Cn1cnc2sc(C(=O)Nc3ccc(F)c(Cl)c3)c(C)c2c1=O	u
O=C1CCCN1C1CCCN(Cc2ncc[nH]2)C1 (stereo unspecified)	i
COc1ccc(C(C)N(C)Cc2nc(N3CCN(C(=O)c4ccco4)CC3)c3ccccc3n2)cc1 (stereo unspecified)	i
Fc1ccccc1N1CCN(C/C=C/c2ccccc2)CC1	u
CCOC(CCNC(=O)c1cc(-c2cccs2)nc2ccccc12)OCC	i
Cc1c(-c2ccccc2)sc(N)c1C#N	33.0%*
CCOC(=O)N1CCN(CCC(=O)Nc2cc(OC)cc(OC)c2)CC1	u
CCN(CC)CCNC(=O)c1ccc2c(c1)NC(=O)CS2	i
COCCn1c(=O)[nH]c2cc(C(=O)NCc3ccc4c(c3)OCO4)ccc2c1=O	u
Cc1ccccc1N1CCN(C2CCCN(C(=O)c3ccc4ccccc4c3)C2)CC1 (stereo unspecified)	i
COc1ccc(NC(=O)Nc2ccc(F)cc2)cc1	i
CCOc1ccccc1N(CC(=O)Nc1ccc(OCc2ccccc2)cc1)S(C)(=O)=O	u
Cc1cc(Nc2ccccc2)nc(Nc2ccc(NC(=O)C3CCCCC3)cc2)n1	i
O=C(NCCN1CCCCCC1)C1(S(=O)(=O)c2ccc(Cl)cc2)CC1	u
Cc1ccc2sc(-c3ccc(NC(=O)c4ccco4)cc3)nc2c1	i
Cc1cccc(-c2nnc(-c3nc(NCCN4CCCC4)c4ccccc4n3)o2)c1	u
COc1cc(/C=C2/N=C(SCC(=O)c3ccccc3)N(c3ccccc3)C2=O)ccc1O	u
Cc1ccccc1-c1cc(N2CCN(S(=O)(=O)c3cnn(C(F)F)c3C)CC2)ncn1	i
CC1=C(C(=O)N2CCCCC2)C(c2ccc(C)cc2)n2c(nc3ccccc32)N1 (stereo unspecified)	i
Clc1ccc(-c2csc(N3CCOCC3)n2)c(Cl)c1	i
CSCCCN1CCN(Cc2ncccc2C)CC1	i
O=C(Cn1c(=O)n(-c2ccc(F)cc2)c(=O)c2sccc21)NCC1CCCO1 (stereo unspecified)	i
COc1ccc(CNc2nc(-c3ccccc3)cc(C(F)(F)F)n2)cc1	i
COc1ccc(C(=O)Nc2c3c(nn2-c2ccccc2C)CS(=O)C3)c(OC)c1 (stereo unspecified)	i
CCn1ccnc1CN1CCN(c2ncnc3ccccc23)CC1	i
O=C1CSC(c2ccc(Br)cc2)N1c1cccc(F)c1 (stereo unspecified)	i
Cc1ccsc1CN(C)C(=O)c1nn(C)c2c1CCCC2	u
Cc1ccnc(SCCn2c(N3CCN(C)CC3)nc3c2c(=O)n(C)c(=O)n3C)n1	i

Additional compounds.
Structure	ST2 IL33 inh
COc1ccc(Cl)cc1-n1c(CCC(=O)O)ccc1-c1cccs1	i
CSc1sc(SC)c(C(=O)O)c1C(=O)O	i
O=C(C1CC1)N1CCc2cc(S(=O)(=O)N3CCCCCC3)ccc21	i
O=S(=O)(Nc1ccc2ccccc2n1)c1cc(Br)ccc1Br	i
O=c1c2oc3ccccc3c2ncn1Cc1c(F)cccc1Cl	u
O=C(NCc1ccco1)C1CCN(c2ccc(-c3ccc(Br)s3)nn2)CC1	u
CC(=O)c1cccc(NC(=O)C(Cc2ccccc2)N2C(=O)c3ccccc3C2=O)c1 (stereo unspecified)	i
CCN1CCN(C(=O)C2CCC(=O)N2C2CCCC2)CC1 (stereo unspecified)	i
Fc1cccc(CN2CCN(c3ccccn3)CC2)c1	i
CCc1nnc(NC(=O)COc2ccc(C)cc2)s1	i
CC(C)NC(=O)Cn1c(=O)sc2ccccc21	i
COc1cccc(-n2cc(CN(C)CC3CCOC3)cn2)c1 (stereo unspecified)	u
O=C1/C(=C/c2ccsc2)CS/C1=C\c1ccsc1	39.0%*
Cc1cc(C)cc(NC(=O)CC(=O)NC(c2cccnc2)C(F)(F)F)c1 (stereo unspecified)	i
CCN(CC)S(=O)(=O)c1ccc(C(=O)Nc2c3c(nn2C(C)(C)C)CS(=O)C3)cc1 (stereo unspecified)	i
COc1ccc(NC(=O)c2cc3cc(Br)cc(Br)c3oc2=O)cc1	i
CC1CCN(CCCNC(=O)c2cn(C)c(=O)c3c2c2ccccc2n3C)CC1	i
O=c1cc(-c2ccc(O)cc2)oc2cc(O)cc(O)c12	u
OCCC1CN(Cc2ccn[nH]2)CCN1Cc1ccccc1F (stereo unspecified)	i
O=C(N[C@H]1CCN2C(=O)c3cc(Br)ccc3NC(=O)[C@@H]2C1)c1ccco1	u

Reformatted with each value named: part of the list above.
COc1ccc(CCNC(=O)c2ccccc2Br)cc1
  ST2 IL33 inh = i

Cn1cc(S(=O)(=O)CC(=O)N2CCOCC2)c2ccccc21
  ST2 IL33 inh = i

(more compounds)
Structure	ST2 IL33 inh
COCCNc1nc2c(c(=O)n(C)c(=O)n2C)n1Cc1ccc(Cl)cc1Cl	i
COc1nc(Nc2ccc3c(c2)OCO3)nc(OC)n1	i
O=C(CN1N=C(c2ccccc2)CCC1=O)NC1CC1	i
CCN(CC)c1ccc(/C=C2/C(=O)c3ccc(C(=O)O)cc3C2=O)cc1	u
CC(C)c1cc(C2CCN(Cc3cnc[nH]3)CC2)[nH]n1	i
C=CCn1c(CCNC(=O)CC)nc2ccccc21	i
Cc1ccc(C(C)(C)C)c(OCCNCCN)c1	i
C=CCOc1ccc(C2C(C(=O)OC)=C(C)N=C3SCCC(=O)N32)cc1 (stereo unspecified)	i
Cc1c(N=Cc2ccccc2O)c(=O)n(-c2ccccc2)n1C	i
O=c1[nH]nc(Cc2ccc(O)cc2)n1Cc1ccc(Cl)cc1	u
CCSc1nc2c(c(=O)[nH]1)C(c1ccc(OC)cc1)C1=C(CCCC1=O)N2 (stereo unspecified)	i
Cc1cc(C)c2[nH]c(C(=O)NCc3nnc4n3CCCCC4)c(C)c2c1	i
Cn1c(=O)c(/C=C/c2ccc3c(c2)OCO3)nc2ccccc21	u
CCc1ccc(OCC(O)CN2CCC(C)CC2)cc1 (stereo unspecified)	i
CC(C)CNC(=O)c1cn(C2CCN(c3nccs3)CC2)nn1	u
C=CCC1(CC=C)CCCN1C(=O)C(=O)c1ccccc1	u
COC(=O)c1ccc(C2Nc3ccccc3C(=O)N2c2ccc(F)c(Cl)c2)cc1 (stereo unspecified)	i

Source: PubChem BioAssay
